# K1F lysis inhibition = protection from phage-mediated lysis, alamar blue read-out – E. coli UTI89, K1F phage, bacterial capsule biogenesis inhibitors (AID 488966) | E. coli UTI89 K1F phage lysis, alamar blue, 2 h; higher % means a stronger effect | one-dose inhibition, % at 100 µM; IC50 in µM for titrated hits | 0.02% of 340,000 active;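 active = phage lysis inhibition, versus mean bacterial control, above a set limit; inconclusive = no clear call, values can overlap the other calls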;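 also: capsule biogenesis inhibitors block K1F phage lysis so surviving cells raise fluorescence; higher fluorescence means more inhibition of phage lysis; actives were called in the ten point dose series up to 300 µM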
# Myeloid diff MLP = myeloid differentiation induction | ER-HoxA9 myeloid progenitors, lysozyme-GFP differentiation, flow cytometry | calls only at 10 µM | 1% of 360,000 active | AID 624256;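 active = normalized GFP-positive differentiation at or above the plate's own cutoff, the solvent-only control mean plus 3 SD; inconclusive = no clear call, values can overlap the other calls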;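 also: cells exposed to compound for four days before flow analysis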
# Myeloid diff MLP GFP+ MAC1+ % = also measured in Myeloid diff MLP; calls as there; GFP+ MAC1+ double positive, %; measured here: differentiation confirmed by MAC1 staining
# * = called active by the depositor; i = inactive; ? = inconclusive; [ ] = dose if it differs, or a comment. Some of the compounds tested. The share of hits here may be higher or lower than overall.
SMILES,K1F lysis inhibition,Myeloid diff MLP,Myeloid diff MLP GFP+ MAC1+ %
O=C(NCC(c1cccnc1)N1CCN(c2ccccc2)CC1)c1ccco1 (stereo unspecified),0.1%,i,4.8
CCOC(=O)N1CCN(C(=O)COC(=O)C2CCN(S(=O)(=O)c3ccc(C)c(C)c3)CC2)CC1,1.0%[50 µM],i,1.6
O=C(Cn1cnc2c(OCc3ccccc3)ncnc21)NCc1nc2ccccc2[nH]1,0.3%,i,0.4
O=C1CCc2cc(S(=O)(=O)NCc3ccc(F)cc3)cc3c2N1CC3,0.1%[50 µM],i,0.4
Cn1c(-c2ccsc2)c(-c2cccs2)c2cc(-c3ccc4[nH]ccc4c3)ccc21,1.4%,i,0.4
CCCCN(C(=O)c1cc(CC)c(C)s1)c1c(N)n(CCC)c(=O)[nH]c1=O,1.1%[50 µM],i,0.4
CN(C)C(CNC(=O)c1cc(S(=O)(=O)N(C)c2ccc(F)cc2)ccc1Cl)c1ccco1 (stereo unspecified),1.3%[50 µM],i,0.6
N#Cc1ccc(C2=CC(=O)C[C@H](c3ccc(F)cc3)C2)cc1,-1.6%,i,0.5
O=C(NNC(=O)c1ccccc1Cl)c1ccc2c(=O)n3c(nc2c1)CCC3,1.1%[50 µM],i,0.9
COc1cc2c(cc1OC)[C@@H](NC(=O)CCc1ccccc1)[C@H](O)C2,-0.2%,i,0.2
CC(C)C(NC(=O)c1ccccc1)C(=O)OCC(=O)N1CCCC1 (stereo unspecified),1.1%[50 µM],i,0.5
CC(C)c1ccc(OCC(=O)Nc2c3c(nn2C(C)(C)C)CS(=O)(=O)C3)cc1,0.0%[50 µM],i,0.4
COc1ccc(CCN(C)C(=O)C2CCN(C(=O)Nc3ccccc3)CC2)cc1OC,0.8%[50 µM],i,0.7
O=C([C@@H]1CCCN1C(=O)c1cccs1)N1CCN(S(=O)(=O)c2ccccc2F)CC1,1.3%[50 µM],i,0.7
CCOc1ccc(NC(=O)OCCN2CCN(CCc3ccccc3)C(C)C2)cc1 (stereo unspecified),1.4%,i,1.4
COc1cc(OC)cc(-c2c(C#Cc3ccsc3)c3cc(-c4ccccc4OC)ccc3n2C)c1,0.1%,i,1.4
CC(C)C[C@@H](CNC(=O)OC(C)(C)C)NC(=O)c1nc[nH]c1C(=O)N[C@@H](CC(C)C)C(=O)CNC[C@H](CC(C)C)NC(=O)c1nc[nH]c1C(=O)N[C@@H](Cc1c[nH]c2ccccc12)C(=O)OC(C)(C)C,2.2%,i,0.8
Cc1ccc2cccc(OCC(=O)N(C)CC(=O)Nc3ccc(F)cc3)c2n1,-0.5%[50 µM],i,0.5
Cc1cc(C)n(-c2ccc(C(=O)OCC(=O)Nc3ccccc3F)cc2)n1,0.0%[50 µM],i,0.8
CS(=O)(=O)Nc1cccc(C2=NN(C(=O)c3cccc([N+](=O)[O-])c3)C(c3cccs3)C2)c1 (stereo unspecified),0.1%,i,0.6
O=C(Nc1ccc(Cl)c(C(F)(F)F)c1)[C@@H]1CC=C[C@@H]2CCN(Cc3ccc(Cl)c(Cl)c3)C(=O)[C@@H]21,0.1%,i,1.7
Nc1ncn(C(=S)Nc2ccccc2)n1,-4.1%,i,1.2
O=C(Cc1ccccc1[N+](=O)[O-])OCC(=O)c1ccccc1Br,0.6%[50 µM],i,0.1
COc1ccccc1C(C)NC(=O)c1ccc(S(=O)(=O)NCc2ccco2)cc1 (stereo unspecified),1.5%,i,1.0
COc1ccccc1-c1sc2ccccc2c1-c1ccc(C(C)=O)cc1,0.5%,i,1.6

# (list continues)
SMILES,K1F lysis inhibition,Myeloid diff MLP,Myeloid diff MLP GFP+ MAC1+ %
CCCCn1c(N)c(N(CCOC)C(=O)COC(=O)CCOc2ccccc2)c(=O)[nH]c1=O,0.9%[50 µM],i,0.8
CCCCn1c(N)c(N(CCOC)C(=O)CCC2CCCCC2)c(=O)[nH]c1=O,0.2%[50 µM],i,0.2
COc1cc(CCC(=O)Nc2ccc(S(=O)(=O)N3CCCC3)cc2)cc(OC)c1OC,0.6%[50 µM],i,1.4
CC1CCN(C(=O)c2ccc(S(=O)(=O)N3CCCC3)cc2)CC1,0.6%[50 µM],i,0.8
COc1ccc2nc(SC(C)C(=O)NC3(C#N)CCCCC3)[nH]c2c1 (stereo unspecified),1.2%[50 µM],i,0.2
COc1cc(/C(=C/c2ccccc2)c2ccccc2)c2c(c1)oc1ccccc12,0.6%,i,0.5
Nn1c(Cc2cccc3ccccc23)nnc1SCC(=O)NCC1CCCO1 (stereo unspecified),3.7%[50 µM],i,0.7
COc1ccccc1NC(=O)CSc1nnc(Cc2cccs2)n1C,0.0%[50 µM],i,1.2
COc1ccc(CCNC(=O)C2CCN(S(=O)(=O)c3ccc(C)cc3)CC2)cc1,0.3%,i,0.4
CC1=NS(=O)(=O)NC(C)(C)C1,-0.1%,i,0.8
CCOc1ccc(NS(=O)(=O)c2cc(C(=O)NCC3CCCO3)ccc2Cl)cc1 (stereo unspecified),0.4%[50 µM],i,0.9
O=C(COC(=O)c1ccc(S(=O)(=O)N2CCCC2)cc1)Nc1ccccc1,0.3%[50 µM],i,1.3
CC(=O)Nc1ccc(S(=O)(=O)NCC(=O)NNC(=O)c2csc(N3CCOCC3)n2)cc1,0.9%[50 µM],i,0.6
O=C(Nc1ccon1)c1nc[nH]c1C(=O)N1CCc2ccccc2C1,-0.9%,i,0.9
O=C(COC(=O)c1ccc(S(=O)(=O)N2CCCCCC2)cc1)NCc1ccc(Cl)cc1,0.5%[50 µM],i,0.6
CCCn1c(C(C)Nc2nc(-c3ccc(Cl)c([N+](=O)[O-])c3)cs2)nc2ccccc21 (stereo unspecified),0.2%,i,1.8
CN(Cc1ccccc1)C(=O)c1cc2cc(F)ccc2[nH]1,0.0%,i,0.2
O=[N+]([O-])c1ccc(Cl)cc1NCc1cccnc1,-0.1%,i,0.6
NC1=NOC(=O)C1C1CCCCC1 (stereo unspecified),-3.5%,i,1.4
CCc1ccc(C(=O)C(C)OC(=O)c2nc3nc(C)cc(C)n3n2)cc1 (stereo unspecified),0.9%[50 µM],i,0.4
Cc1ccc2nc(SCC(=O)N3CCCCCC3)nc(=O)n2c1,1.4%[50 µM],i,0.3
CC[C@]12c3[nH]c4cc(CCC(=O)N(C)C)ccc4c3CCN1C(=O)[C@@H](CC(=O)NCc1cccc(C(F)(F)F)c1)C[C@@H]2C(=O)N1CCN(C(=O)c2ccco2)CC1,-0.2%,i,0.3
O=C(COC(=O)CCC(=O)c1ccc(F)cc1)Nc1nnc(-c2ccccc2)o1,0.5%[50 µM],i,0.1
O=[N+]([O-])c1ccc(NN=Cc2ccc(O)cc2)nc1,-2.5%,i,1.8
Cc1cccc(OC(C)C(=O)Nc2ccccc2C(=O)N2CCCCC2)c1 (stereo unspecified),0.8%,i,1.3

# Reprinted from the part before: four entries, followed by the next part.
SMILES,K1F lysis inhibition,Myeloid diff MLP,Myeloid diff MLP GFP+ MAC1+ %
CC[C@]12c3[nH]c4cc(CCC(=O)N(C)C)ccc4c3CCN1C(=O)[C@@H](CC(=O)NCc1cccc(C(F)(F)F)c1)C[C@@H]2C(=O)N1CCN(C(=O)c2ccco2)CC1,-0.2%,i,0.3
O=C(COC(=O)CCC(=O)c1ccc(F)cc1)Nc1nnc(-c2ccccc2)o1,0.5%[50 µM],i,0.1
O=[N+]([O-])c1ccc(NN=Cc2ccc(O)cc2)nc1,-2.5%,i,1.8
Cc1cccc(OC(C)C(=O)Nc2ccccc2C(=O)N2CCCCC2)c1 (stereo unspecified),0.8%,i,1.3
C#CCOCCOCCOCCNc1nc(N2CCN(C(=O)[C@H](CCC(=O)O)n3cc([C@@H](N)CO)nn3)CC2)nc(N2CCN(C(=O)[C@H](CCC(=O)O)n3cc([C@@H](N)CCSC)nn3)CC2)n1,0.0%,i,0.1
COc1ccc(C=CC(=O)c2ccc(OC)c(OC)c2O)cc1OC,-1.4%,i,0.5
COc1ccc(C(=O)NCC(=O)OCc2nc(N)nc(Nc3ccccc3C)n2)cc1,0.0%[50 µM],i,0.5
O=C1c2ccccc2C(=O)N1CCc1c(-c2[nH]c3ccccc3c2CCN2C(=O)c3ccccc3C2=O)[nH]c2ccccc12,0.1%,i,1.4
CCCC(C(=O)Nc1cccc(S(=O)(=O)N2CCCC2)c1)c1ccccc1 (stereo unspecified),-0.1%[50 µM],i,1.3
Cn1c(=O)c2[nH]c(NN=Cc3ccc(Br)cc3)nc2n(C)c1=O,?,i,1.5
CCCN(CC(=O)Nc1ccccc1C)C(=O)Cc1c(C)nc2ccccc2c1C,-0.4%,i,0.3
C[C@H](CO)N1C[C@H](C)[C@@H](CN(C)Cc2ccncc2)Oc2ccc(NC(=O)Cn3cnnn3)cc2C1=O,-0.8%,i,2.6
O=[N+]([O-])CC1(n2nc3ccccc3n2)CCCCC1,-0.8%,i,0.8
C[C@H](CO)N1C[C@H](C)[C@@H](CN(C)Cc2ccc(C(=O)O)cc2)Oc2ccc(NS(C)(=O)=O)cc2C1=O,1.7%,i,1.0
Cc1cc(C)cc(NC(=O)C(=O)NCC2CCCN2S(=O)(=O)c2cccs2)c1 (stereo unspecified),0.0%[50 µM],i,0.7
Cc1nc2c(C)cccn2c1/C(O)=C1\C(=O)C(=O)N(CCN(C)C)C1c1cccs1 (stereo unspecified),0.3%,i,0.8
O=C(COC(=O)c1ccc([N+](=O)[O-])o1)Nc1ccc(N2CCOCC2)cc1,-0.9%[50 µM],i,1.7
Cc1ccc(N2CC(NS(=O)(=O)c3cccnc3)CC2=O)cc1 (stereo unspecified),0.0%[50 µM],i,0.6
CC(C)[C@H]1COCCS(=O)(=O)N1Cc1ccccc1-c1cccc(Cl)c1,0.3%,i,0.4
CC1CCCC(C)N1C(=O)COC(=O)c1ccc(Br)o1 (stereo unspecified),0.9%[50 µM],i,0.1
CCN(CC(=O)Nc1ccc(NC(C)=O)cc1)C(=O)CCCc1nc2ccccc2s1,0.3%[50 µM],i,1.1
CN(C(=O)COC(=O)/C=C/c1ccc(F)cc1)c1c(N)n(Cc2ccccc2)c(=O)[nH]c1=O,1.2%[50 µM],i,0.4
C=CCSc1nnc(NC(=O)CCN2C(=O)C3CC=CCC3C2=O)s1 (stereo unspecified),0.5%[50 µM],i,1.0
Cc1ccc(OCC(=O)N(C)CC(=O)Nc2ccc(N3CCOCC3)cc2)cc1,1.7%[50 µM],i,0.3
COC(=O)c1ccccc1S(=O)(=O)N1CCC(C(=O)NC2=NCCS2)CC1,0.5%[50 µM],i,1.1
Cc1ccccc1-c1cccc([C@@H]2C[C@H]3[C@H](CON3C)CN2C(=O)CCc2ccccc2)c1,-0.3%,i,0.0
CCCCN1CC(=O)N2[C@H]3c4cc(Br)ccc4OC[C@@H]3[C@H](C(=O)OCC)[C@]2(C)C1=O,-0.1%,i,1.0
O=c1cc(OCc2ccccc2)cc[nH]1,0.7%[50 µM],i,0.7
COc1ccc(N2CCN(C(=O)COC(=O)c3ccc(C)o3)CC2)cc1,0.2%[50 µM],i,0.7

# Compound profiles (already shown).
# C#CCOCCOCCOCCNc1nc(N2CCN(C(=O)[C@H](CCC(=O)O)n3cc([C@@H](N)CO)nn3)CC2)nc(N2CCN(C(=O)[C@H](CCC(=O)O)n3cc([C@@H](N)CCSC)nn3)CC2)n1 as listed: K1F lysis inhibition: 0.0%; Myeloid diff MLP: i; Myeloid diff MLP GFP+ MAC1+ %: 0.1
# CCCN(CC(=O)Nc1ccccc1C)C(=O)Cc1c(C)nc2ccccc2c1C as listed: K1F lysis inhibition: -0.4%; Myeloid diff MLP: i; Myeloid diff MLP GFP+ MAC1+ %: 0.3
# Cc1cc(C)cc(NC(=O)C(=O)NCC2CCCN2S(=O)(=O)c2cccs2)c1 (stereo unspecified) as listed: K1F lysis inhibition: 0.0%[50 µM]; Myeloid diff MLP: i; Myeloid diff MLP GFP+ MAC1+ %: 0.7

# (further entries)
SMILES,K1F lysis inhibition,Myeloid diff MLP,Myeloid diff MLP GFP+ MAC1+ %
Cc1csc(=O)n1CCC(=O)OCc1nnc(-c2ccc([N+](=O)[O-])cc2)o1,0.2%[50 µM],i,1.3
COc1cc(OC)c(C(=O)OCC(=O)Nc2ccc(S(=O)(=O)N3CCOCC3)cc2)cc1OC,0.0%,i,0.8
CC(C)(C)OC(=O)CNC(=O)c1[nH]cnc1C(=O)NCCCCCN,3.8%,i,1.2
Cc1ccc(S(=O)(=O)N2CCOCC2)cc1C(=O)OCC(=O)NC1CC1,0.5%[50 µM],i,1.4
COc1cc(-c2nnc(NC(=O)c3ccco3)o2)cc(OC)c1OC,0.6%[50 µM],i,0.4
Clc1ccc(-n2cnc3c(Cl)ncnc32)cc1Cl,-0.8%,i,1.6
C[C@H](CO)N1C[C@H](C)[C@@H](CN(C)C(=O)NC2CCCCC2)Oc2ccc(NC(=O)Nc3ccc(C(F)(F)F)cc3)cc2C1=O,2.9%,i,1.4
O=C(c1cc(-c2ccncc2)nc2ccccc12)N1CCN(c2ncccn2)CC1,3.4%,i,0.5
CCCCn1c(N)c(N(CCOC)C(=O)COC(=O)Cc2cccc(OC)c2)c(=O)[nH]c1=O,0.5%[50 µM],i,1.0
O=C(NCCc1ccc(F)cc1)c1cc([N+](=O)[O-])ccc1N1CCOCC1,1.2%[50 µM],i,0.7
Cn1nnnc1Sc1ncnc2scc(-c3cccc4ccccc34)c12,4.3%,i,2.0
Cn1c(=O)c2c(nc(N3CCOCC3)n2CCNC2=NCCC2)n(C)c1=O,0.2%,i,1.5
COc1ccc(S(=O)(=O)N2CCOCC2)cc1NC(=O)C1COc2ccccc2O1 (stereo unspecified),0.5%[50 µM],i,0.8

# Bioassay records (PubChem BioAssay)
